FN deposit inh – inhibitors of fibronectin matrix deposition, primary screen, AH1F cells, Alexa488-fibronectin fluorescence, plate reader; AH1F fibroblasts, overnight; AID 743247, 2014; inhibition, % at 12.6 µM; actives 0.086% (n = 350,000);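 active = mean inhibition across replicates of 30% or more, regardless of how many single replicates reach that level; inconclusive = mean under 30% yet at least half of replicates reach 30%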;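 also: positive control wells lacked labelled fibronectin entirely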
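Material: AH1F fibroblast monolayer depositing Alexa488-labelled fibronectin into matrix / Amount: 10000 AH1F cells per well / Signal: fluorescence 485/525 nm / Medium: DMEM, 2% serum / Compound: single dose, pinned / Incubation: 1 h cell adhesion before compound, then overnight fibronectin incubation / Reagent: Alexa488-FN, 24 nM final / Read-out: inhibition of fibronectin deposition signal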
PAX8 inh HTS – inhibitors of PAX8-driven TPO luciferase reporter, primary screen, RMG-I cells, single concentration; SteadyGlo, 24 h; inhibition, % at 12.6 µM; actives 1.2% (n = 360,000); AID 652154, 2013;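 active = mean replicate inhibition at least 60% with every replicate also reaching 60%; inconclusive = only one of the two criteria is met; inactive = mean below 60% and not all replicates reaching 60%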;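 also: luciferase light reporting Pax8 driven TPO promoter activity; plate controls were median of neutral control wells for no effect and mitoxantrone controls for full effect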
INS-1E GSIS act – GLuc luminescence reporter in INS-1E cells, primary screen for activators of glucose-dependent secretion of insulin; INS-1E GLuc reporter insulin secretion, 2-3 h; activation, % at 16.6 µM; actives 0.61% (n = 370,000);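 active = lowest replicate activation of at least 40%, so every replicate reaches that level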;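 also: 0% = median of neutral control wells and 100% = median of IBMX positive control wells; some compounds called inactive have numbers as strong as hits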
DENV2 CPE rescue – inhibitors of DENV2 cytopathic effect, primary screen, cell-based, plate reader, single concentration; CPE inhibition, % at 9.99 µM; DENV2-infected cells, cytopathic effect rescue; actives 1.7% (n = 350,000); in the data active = CPE inhibition above about 20%, passing the limit was not always enough; inconclusive = no clear call, values can overlap the other calls; tested in BHK-21 cells;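 also: 0% = median of neutral control wells and 100% = median of positive control wells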
CFTR F508del cor – F508del CFTR correction, initial screen, CFBE line, single point; CFBE cells, YFP halide quenching; stimulated with forskolin plus potentiator P3; % fluorescence drop versus neutral controls; activity (quench increase), % at 7.58 µM; actives 0.36% (n = 350,000);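 active = mean added fluorescence quench of at least 8% versus neutral control, with both replicates also reaching 8%; inconclusive = only one of the mean or replicate conditions met; inactive = mean below 8% and not both replicates reaching 8%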;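 also: cells transiently co-express mutant CFTR-F508del with the halide-sensitive YFP; corrector assay measuring rescue of mutant channel to the surface after 24 h compound exposure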
miR122 inh – miR-122 Renilla sensor signal increase in Huh7, primary screen, miR-122 inhibitor project, cell-based, single point, plate reader; Huh7 miR-122 Renilla luciferase sensor, 48 h; neutral wells = 0, positive control = 100; activation (reporter increase), % at 12.5 µM; actives 0.3% (n = 340,000);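 active = mean replicate activation score at least 90 and every replicate individually at or above 90; inconclusive = only one of the two criteria met; inactive = neither criterion met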;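 also: higher luciferase means less miR-122 activity so hits act as miR-122 inhibitors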
EWS-Fli inh – EWS/Fli-driven NR0B1 reporter inhibitors, primary screen, A673 cells, NR0B1 luciferase, luminescence, MLPCN library; inhibition, % at 12.6 µM; actives 0.67% (n = 350,000); viability-normalised;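 active = mean inhibition of at least 50% after viability correction, with every replicate also passing that limit; inconclusive = mean reaches 50% but only one of two replicates passes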;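 also: firefly luciferase signal divided by Alamar Blue viability fluorescence both relative to DMSO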
Starred values were filed as active, the others as inactive; & = joins results of further samples; [ ] = dose if it differs, or a comment. This is a random part of the collection; about 3.9% have a hit in one of these screens.

Results for COc1ccc(-c2nnn3c2C2c4cc(-c5cccc(F)c5)ccc4CCN2C(=O)C3)cc1 (stereo not drawn) ?
FN deposit inh: 4; PAX8 inh HTS: 33; INS-1E GSIS act: -4; DENV2 CPE rescue: 9; CFTR F508del cor: 1.5; EWS-Fli inh: -15

What do the screens show for `CO[C@H]1CN(C)C(=O)c2cc(NC(=O)C3CC3)ccc2OC[C@H](C)N(CCC(F)(F)F)C[C@@H]1C`?
FN deposit inh: 5; PAX8 inh HTS: 20; INS-1E GSIS act: -7; DENV2 CPE rescue: 10; CFTR F508del cor: -2.6; EWS-Fli inh: -1

How did CCC(=O)N(C)C[C@@H]1Oc2ncc(C#Cc3ccncc3)cc2C(=O)N([C@@H](C)CO)C[C@H]1C do in these assays?
FN deposit inh: -11; INS-1E GSIS act: -1; DENV2 CPE rescue: -11; CFTR F508del cor: -0.6; miR122 inh: -9[16.7 µM]; EWS-Fli inh: -5

Results for CC(=O)Nc1ccc(S(=O)(=O)Nc2nccs2)cc1 ?
FN deposit inh: 13; PAX8 inh HTS: -4; DENV2 CPE rescue: 0; CFTR F508del cor: 2.7; miR122 inh: -1; EWS-Fli inh: 2

What do the screens show for `C[C@H](CO)N1C[C@H](C)[C@H](CN(C)C(=O)Nc2cccc3ccccc23)OCCCC[C@H](C)Oc2ccc(NS(=O)(=O)c3ccc(Cl)cc3)cc2C1=O`?
FN deposit inh: -7; PAX8 inh HTS: 48; INS-1E GSIS act: 1; DENV2 CPE rescue: 9; CFTR F508del cor: 1.1; miR122 inh: -8[16.7 µM]; EWS-Fli inh: -10

What do the screens show for `C[C@@H]1CN([C@@H](C)CO)S(=O)(=O)c2ccc(C#C[C@@H](C)O)cc2O[C@H]1CN(C)C(=O)Cc1ccccn1`?
INS-1E GSIS act: 28; DENV2 CPE rescue: 4; CFTR F508del cor: 1.1; miR122 inh: 10[16.7 µM]; EWS-Fli inh: -8

How did Cc1cc(C)c(C(=O)OCc2csc(CC(=O)Nc3ccccc3C)n2)c(C)c1 do in these assays?
FN deposit inh: -4; PAX8 inh HTS: 5; INS-1E GSIS act: -29; DENV2 CPE rescue: 9; CFTR F508del cor: -1.9; miR122 inh: -2; EWS-Fli inh: -3

Results for O=C(Nc1cnn(Cc2ccc(F)cc2)c1)c1cnn2c(C(F)F)cc(-c3ccccc3)nc12 ?
FN deposit inh: 2; PAX8 inh HTS: 10; INS-1E GSIS act: 2; DENV2 CPE rescue: -3; CFTR F508del cor: -2.6; miR122 inh: -4; EWS-Fli inh: 1

How did COc1ccc(-c2cnc3c(NC(C)=O)cc(-c4ccc(C(=O)N5CCOCC5)cc4)cn23)cc1OC do in these assays?
FN deposit inh: 10; PAX8 inh HTS: 10; INS-1E GSIS act: 4; DENV2 CPE rescue: -4; CFTR F508del cor: 5.6; miR122 inh: -10; EWS-Fli inh: 5

What do the screens show for `CNC(=O)c1ccsc1NC(=O)CS(=O)(=O)c1ccccc1`?
FN deposit inh: -6; PAX8 inh HTS: -12; INS-1E GSIS act: 15; DENV2 CPE rescue: -2; CFTR F508del cor: -1.7; EWS-Fli inh: -10

What do the screens show for `OC[C@H]1[C@@H](c2ccc(C#CC3CC3)cc2)[C@@H]2CN(CCC(F)(F)F)CCCCN12`?
PAX8 inh HTS: -6; CFTR F508del cor: 1.3; miR122 inh: 10[16.7 µM]; EWS-Fli inh: -1

What do the screens show for `C[C@H](CO)N1C[C@H](C)[C@@H](CN(C)Cc2cccnc2)Oc2ncc(-c3cccc(C#N)c3)cc2C1=O`?
FN deposit inh: -4&5; PAX8 inh HTS: 9&11; INS-1E GSIS act: 1&-1; DENV2 CPE rescue: -1&10&3; CFTR F508del cor: -1.0&0.6&-0.9; miR122 inh: 0; EWS-Fli inh: -4&-5&4

How did C/C(=N/N=C/c1ccc(N(C)C)cc1)c1ccccc1 do in these assays?
FN deposit inh: -9; PAX8 inh HTS: -125; DENV2 CPE rescue: -1; EWS-Fli inh: 28

What do the screens show for `Cc1ccc(S(=O)(=O)NCC(=O)NCC(=O)OCC(=O)NC(=O)NC(C)(C)C)cc1C`?
FN deposit inh: 3; PAX8 inh HTS: -21; INS-1E GSIS act: 2; DENV2 CPE rescue: -1; CFTR F508del cor: -0.7; EWS-Fli inh: 5

What do the screens show for `O=C(CSc1n[nH]c(-c2cccnc2)n1)Nc1ccnc2ccccc12`?
FN deposit inh: -1; PAX8 inh HTS: -9; INS-1E GSIS act: -11; miR122 inh: 4

Results for CCn1c(O)c(/C=C2\C=Nc3ccccc32)sc1=Nc1ccccc1 ?
INS-1E GSIS act: 16; DENV2 CPE rescue: -11; CFTR F508del cor: -0.5; miR122 inh: 6; EWS-Fli inh: -48

Results for CCc1c(-c2ccc(OC)cc2)ncn1Cc1cccc(-c2ccccc2)c1 ?
FN deposit inh: 1; PAX8 inh HTS: 16; INS-1E GSIS act: -11; DENV2 CPE rescue: -17; CFTR F508del cor: -2.1; EWS-Fli inh: 17

Results for O=C(Nc1ccc(F)cc1)C1CCCN(c2cnccn2)C1 (stereo not drawn) ?
FN deposit inh: 8; PAX8 inh HTS: -9; INS-1E GSIS act: 0; DENV2 CPE rescue: -1; CFTR F508del cor: -2.5; miR122 inh: -2

Results for COc1ccc(CCNC(=O)CSc2nc(C)cc(C)n2)cc1OC ?
FN deposit inh: -3; PAX8 inh HTS: -2; INS-1E GSIS act: 37; DENV2 CPE rescue: 5; CFTR F508del cor: -0.6; EWS-Fli inh: 9

What do the screens show for `C[C@H](CO)N1C[C@H](C)[C@H](CN(C)C(=O)CN(C)C)Oc2ncc(C#CC3(O)CCCC3)cc2C1=O`?
FN deposit inh: 5; INS-1E GSIS act: 6; DENV2 CPE rescue: 5; CFTR F508del cor: -0.4; miR122 inh: -3[16.7 µM]; EWS-Fli inh: -14

What do the screens show for `CCOC(=O)C1CCN(C(=O)CN2C(=O)NC3(CCCCC3)C2=O)CC1`?
FN deposit inh: 0; PAX8 inh HTS: -10; DENV2 CPE rescue: 4; CFTR F508del cor: 3.6; miR122 inh: -4; EWS-Fli inh: 3

How did CCc1ccc2cc(C)cnc2n1 do in these assays?
FN deposit inh: -5; PAX8 inh HTS: -6; INS-1E GSIS act: 0; DENV2 CPE rescue: -11; CFTR F508del cor: 0.7; miR122 inh: 0; EWS-Fli inh: 10

What do the screens show for `COCCn1c(SCC(=O)Nc2ccc(C(C)=O)cc2)nc2c([nH]c3ccccc32)c1=O`?
FN deposit inh: 12; PAX8 inh HTS: 16; INS-1E GSIS act: 11; DENV2 CPE rescue: 4; CFTR F508del cor: -1.4; miR122 inh: -1; EWS-Fli inh: 8

How did FC(F)(F)c1cccc(-c2cc3nc(NC4CCCCC4)ccn3n2)c1 do in these assays?
PAX8 inh HTS: -84; INS-1E GSIS act: -7; DENV2 CPE rescue: 6; CFTR F508del cor: -1.5; miR122 inh: -4; EWS-Fli inh: -50

Results for CN1CCC(N(C)C(=O)/C=C/c2cn(-c3ccccc3)nc2-c2cccs2)CC1 ?
PAX8 inh HTS: 22; INS-1E GSIS act: 6; CFTR F508del cor: -5.5; EWS-Fli inh: 30

Results for CC1CC(C)CN(S(=O)(=O)c2ccc(NC(=O)C3CC(=O)N(Cc4ccccc4)C3)cc2)C1 (stereo not drawn) ?
FN deposit inh: -1; PAX8 inh HTS: -73; INS-1E GSIS act: -39; DENV2 CPE rescue: -1; CFTR F508del cor: 0.3; EWS-Fli inh: 13

How did O=C(c1ccncc1)N1C[C@@H]2N[C@H](C1)C2c1ccc(-c2cccnc2)cc1 (stereo partly drawn) do in these assays?
FN deposit inh: 1; PAX8 inh HTS: 11; INS-1E GSIS act: 10; DENV2 CPE rescue: 15; CFTR F508del cor: -1.7; EWS-Fli inh: 6

How did CCC(CC)c1nnc(NC(=O)CCS(=O)(=O)Cc2ccccc2)s1 do in these assays?
FN deposit inh: 9; PAX8 inh HTS: 62*; INS-1E GSIS act: -7; DENV2 CPE rescue: 2; CFTR F508del cor: -2.4; miR122 inh: -8; EWS-Fli inh: 8

Results for O=C1CCN(Cc2ccccc2)CCN1CCO ?
FN deposit inh: 5; PAX8 inh HTS: -7; INS-1E GSIS act: 28; DENV2 CPE rescue: -19; CFTR F508del cor: -2.0; miR122 inh: -11; EWS-Fli inh: -1

What do the screens show for `O=C(C[C@@H]1CC[C@@H](NC(=O)Nc2cccc(F)c2)[C@@H](CO)O1)NCC1CC1`?
FN deposit inh: 2; PAX8 inh HTS: 6; INS-1E GSIS act: 7; DENV2 CPE rescue: 1; CFTR F508del cor: 1.0; miR122 inh: -15[16.7 µM]; EWS-Fli inh: -12

What do the screens show for `COc1cccc(N(CC(=O)NC2CCCCCC2)S(=O)(=O)c2ccccc2)c1`?
PAX8 inh HTS: -10; INS-1E GSIS act: 8; DENV2 CPE rescue: 8; CFTR F508del cor: 0.9; miR122 inh: -4

How did O=C(C[C@H]1CC[C@H](NC(=O)Nc2ccccc2F)[C@H](CO)O1)NCc1ccc(Cl)cc1 do in these assays?
FN deposit inh: -5; PAX8 inh HTS: -14; INS-1E GSIS act: 17; DENV2 CPE rescue: 3; CFTR F508del cor: 1.7; EWS-Fli inh: 0

What do the screens show for `CCOC(=O)N1CCC(NC(=S)Nc2ccc3nc(N4CCN(C)CC4)cc(C)c3c2)CC1`?
FN deposit inh: -1; PAX8 inh HTS: -19; INS-1E GSIS act: -26; DENV2 CPE rescue: inconclusive; CFTR F508del cor: -1.7; miR122 inh: -4; EWS-Fli inh: -6

What do the screens show for `CCC(C)N(C(=O)COC(=O)c1nc(Cl)ccc1Cl)C1CCS(=O)(=O)C1` (stereo not drawn)?
PAX8 inh HTS: 1; INS-1E GSIS act: 1; DENV2 CPE rescue: 5; CFTR F508del cor: -3.0; miR122 inh: 0; EWS-Fli inh: -2

Results for COc1ccc(-c2ccc([C@H]3[C@@H](CO)N4C(=O)CN(C(=O)C5CCOCC5)C[C@@H]34)cc2)cc1 ?
PAX8 inh HTS: -21; INS-1E GSIS act: 4; DENV2 CPE rescue: -2; CFTR F508del cor: 1.6; EWS-Fli inh: -8

What do the screens show for `CCOc1ccc(N(C(=O)c2snc(C(N)=O)c2N)C(C(=O)NCC2CCCO2)c2c[nH]c3ccccc23)cc1` (stereo not drawn)?
FN deposit inh: -2; PAX8 inh HTS: 27; INS-1E GSIS act: 2; DENV2 CPE rescue: 7; CFTR F508del cor: -1.4; miR122 inh: 1; EWS-Fli inh: 39

What do the screens show for `CCOC(=O)CSc1nnc(Cc2ccccc2)n1CC1CCCO1` (stereo not drawn)?
FN deposit inh: 7; INS-1E GSIS act: 3; miR122 inh: -15

How did CCCCN1C(=O)C(CC(=O)NCCCN(C)C)CC(C(=O)N(CC)CC)=C1C (stereo not drawn) do in these assays?
FN deposit inh: 1; PAX8 inh HTS: 10; DENV2 CPE rescue: -4; CFTR F508del cor: -3.7; miR122 inh: -6; EWS-Fli inh: -3

Results for O=c1[nH]n(-c2ccc(Cl)cc2)c(=O)c(Cl)c1Cl ?
FN deposit inh: -1; INS-1E GSIS act: -8; miR122 inh: -3

What do the screens show for `O=C(Nc1nnc(-c2ccccc2F)s1)c1cccnc1`?
FN deposit inh: 3; PAX8 inh HTS: -62; INS-1E GSIS act: -4; DENV2 CPE rescue: 1; CFTR F508del cor: -1.5; miR122 inh: -3; EWS-Fli inh: -90

Source: PubChem
